Compound activity deposited in PubChem by several laboratories.
GSK3beta inhib: blocks human GSK3beta kinase activity. GST-GSK3beta kinase, ADP-Glo luminescence, 60 min; active compounds read low. 300,000 compounds, 0.038% hits. activity score (negative = inhibition), % at 10 µM. AID 2097;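 active = more than half of replicate wells score below -50%, meaning over 50% inhibition versus plate controls; inconclusive = some replicates but at most half score below -50%; inactive = no replicate scores below -50%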;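 note: 0% = median DMSO wells and -100% = median GW8510 positive control wells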
Target sequence (P49841 whole entry, looked up): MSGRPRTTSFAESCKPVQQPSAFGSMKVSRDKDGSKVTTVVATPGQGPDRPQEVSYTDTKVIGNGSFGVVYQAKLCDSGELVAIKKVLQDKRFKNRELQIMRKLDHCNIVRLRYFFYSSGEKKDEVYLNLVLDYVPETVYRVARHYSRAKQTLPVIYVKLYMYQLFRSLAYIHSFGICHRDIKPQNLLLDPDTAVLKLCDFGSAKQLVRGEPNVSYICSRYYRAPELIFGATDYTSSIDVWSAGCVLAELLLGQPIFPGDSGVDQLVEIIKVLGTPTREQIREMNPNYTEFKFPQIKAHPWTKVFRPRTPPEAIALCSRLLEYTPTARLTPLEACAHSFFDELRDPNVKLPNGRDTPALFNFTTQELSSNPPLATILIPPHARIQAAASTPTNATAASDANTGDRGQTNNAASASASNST
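Test system – GST-tagged human GSK3beta kinase, cell-free · Incubation – 60 min enzyme reaction, room temperature · Signal – ADP-Glo luminescence · Also added – peptide substrate and ATP at 25 µM · Controls – DMSO neutral wells and GW8510 at 20 µM as positive · Buffer or medium – Tris/MgCl2 kinase buffer · Measure – Luminescence-derived activity versus plate DMSO and GW8510 wells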
GSK3 alpha inh: inhibitors of human GSK-3 alpha kinase; P49840; ADP-Glo luminescence, 60 min; inhibition, % at 10 µM; 320,000 compounds, 0.1% hits;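 in the data active = inhibition above about 50%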;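 note: GST-tagged GSK-3 alpha with peptide substrate and 25 µM ATP; 0% = DMSO neutral wells and 100% = GW8510 positive control wells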
Target sequence (P49840 whole entry, looked up): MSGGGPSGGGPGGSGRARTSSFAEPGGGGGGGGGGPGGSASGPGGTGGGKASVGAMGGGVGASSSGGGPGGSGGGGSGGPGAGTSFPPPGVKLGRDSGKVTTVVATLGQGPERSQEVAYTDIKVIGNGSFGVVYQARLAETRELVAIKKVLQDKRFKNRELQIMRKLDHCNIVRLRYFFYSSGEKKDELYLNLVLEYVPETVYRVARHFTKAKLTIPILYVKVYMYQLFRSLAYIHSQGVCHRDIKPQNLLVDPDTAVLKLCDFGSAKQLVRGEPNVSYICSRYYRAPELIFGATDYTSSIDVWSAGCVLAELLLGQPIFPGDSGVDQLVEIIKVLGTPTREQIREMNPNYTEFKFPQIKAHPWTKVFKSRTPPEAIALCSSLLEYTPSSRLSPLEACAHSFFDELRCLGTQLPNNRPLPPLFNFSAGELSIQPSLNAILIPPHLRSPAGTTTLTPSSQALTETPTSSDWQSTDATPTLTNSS
DYRK1A inh: Dyrk1A (rat) kinase inhibition; ADP-Glo luminescence, NFATc1 peptide; inhibition, % at 12.5 µM; Q63470; 310,000 compounds, 0.43% hits; in the data active = inhibition above about 50%;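 note: plate controls were vehicle with enzyme for no effect and no enzyme for full effect; many of its hits are not listed in these tables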
Platelet DG rel: platelet dense granule release activity; human platelet-rich plasma, SFLLRN dense granule ATP release, luminescence; inhibition, %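 (compounds screened at 7.5 µM in platelet-rich plasma)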; 300,000 compounds, 0.22% hits;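 active = mean replicate score, as percent of positive control, at or above 50; inconclusive = mean below 50 but at least one replicate at or above 50; inactive = mean and every replicate below 50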
PolyA inhibitor: blocks polyadenylation in yeast reporter cells; S. cerevisiae SKY197-pL101 polyadenylation reporter, beta-gal luminescence; efflux-impaired pdr1/pdr3 knockout yeast; score 100 = 6 SD above DMSO; AID 1875; calls only at 12 µM; 300,000 compounds, 0.02% hits;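 active = lowest replicate activity score at least 50, where 100 means six control SD above control mean; inconclusive = lowest score under 50 but half or more replicates reach 50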;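 note: yeast exposed to compound for 9 h at 30 °C; higher score means more reporter readthrough which indicates perturbed polyadenylation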
HSF1 activator: increases HSF-1 driven luciferase reporter signal. activation, % at 9 µM. 300,000 compounds, 1.7% hits. NIH3T3-HGL HSF-1 luciferase reporter, MG132, 8 h; 100% = twice DMSO control signal. AID 504408;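 active = mean replicate activation of at least 50% with a set share of replicates each reaching 50%; inconclusive = only one of those two conditions met; inactive = mean below 50% and too few replicates reaching it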;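 note: 0% = median of the neutral control wells and 100% = twice that signal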
HDAC3 inh: inhibitors of human histone deacetylase 3; 320,000 compounds, 0.15% hits; AID 2718; recombinant HDAC3, fluorogenic peptide/trypsin coupled, fluorescence; inhibition, % at 8.3 µM; O15379; in the data active = inhibition above about 26%, passing the limit was not always enough; inconclusive = no clear call, values can overlap the other calls
HSF1 inhib: HSF1 inhibition; NIH3T3-HGL HSE-luciferase, MG132-induced, luminescence 8 h; active compounds read low; activity change, negative = inhibition, % at 7.5 µM (by protocol); 300,000 compounds, 0.77% hits;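 active = more than half of replicate wells show activity change below -50%, luminescence cut by over half; inconclusive = some wells, but at most half, below -50%; inactive = no replicate well below -50%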;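 note: luciferase reports HSF-1 transcriptional activity via heat shock element; 0% = median of DMSO wells and -100% = zero luminescence signal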
AI-2 QS mod: modulates the Vibrio harveyi AI-2 quorum sensing system. Vibrio harveyi JMH597 AI-2 luminescence/OD600 ratio, 9 h; active compounds read low; strain lacks LuxN and CqsS sensors; 0 = neutral-control median. 300,000 compounds, 0.4% hits. activity change, % at 7.5 µM. AID 2094; in the data active = activity change below about -75%, passing the limit was not always enough; inconclusive = no clear call, values can overlap the other calls;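 note: luminescence divided by OD600 gain over 9 h not by final OD600 alone; inactives centre near 13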
HSP90 inh: blocks HSP90-mediated luciferase refolding in reticulocyte lysate; Rabbit reticulocyte lysate, luciferase refolding luminescence, 3 h; inhibition, % at 5.6 µM; 290,000 compounds, 0.91% hits; AID 1789;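 active = inhibition above the screen-wide mean plus 3 SD, computed separately per campaign, cut at about 16% in these data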;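 note: 0% = DMSO wells and 100% = 60 µM geldanamycin wells; inhibitors lower the luminescence because luciferase stays unfolded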
Numbers without * were called inactive; i = inactive; u = inconclusive; x = not tested or not shown. Some of the compounds tested (hit frequency here may not be typical).

GSK3beta inhib	GSK3 alpha inh	DYRK1A inh	Platelet DG rel	PolyA inhibitor	HSF1 activator	HDAC3 inh	HSF1 inhib	AI-2 QS mod	HSP90 inh	smiles
2	0	6	6	i	6	1	8	17	-2	CC1CCCCN1C(=O)CSc1nc2ccsc2c(=O)n1Cc1ccccn1 (centres undefined)
-4	2	-6	2	i	18	-1	-5	-2	8	COCCNCCOc1ccccc1-c1ccccc1
-4	0	1	-11	i	5	0	-1	17	1	Cc1cccc(N2CCN(C(=O)c3ccc(NC4=NC5CS(=O)(=O)CC5S4)cc3)CC2C)c1 (centres undefined)
0	x	4	4	i	-2	x	2	18	-6	CC(C)NS(=O)(=O)c1ccc(NC(=S)NC(=O)c2cccc([N+](=O)[O-])c2)cc1
0	-1	8	1	i	4	-5	15	20	x	COCCNC(=O)c1onc(CSc2ccc(F)c(F)c2)c1C(=O)NCCOC
5	0	-3	1	i	8	2	3	10	x	Cc1ccc(S(=O)(=O)N(C)c2ccc(OCC(=O)OCC(=O)N(CC#N)c3ccccc3)cc2)cc1
1	2	0	2	i	14	4	18	10	0	CCCCNC(=O)C1CCN(Cc2ccc(OCc3ccccc3)cc2)CC1
2	-1	1	-4	i	-47	3	-35	33	3	COc1ccc2c(c1)c1nnc(SCC(=O)NC3CC3)nc1n2C
-5	-3	3	-5	i	-10	2	0	7	7	Cc1ccc[n+](/C(C(=S)NCc2ccco2)=C(/[O-])c2ccccc2Cl)c1
-1	-2	-5	3	i	12	2	4	20	x	O=C(CN1C(=O)NC2(CCCCC2)C1=O)Nc1cc(C(F)(F)F)ccc1N1CCCCC1
2	-2	x	-2	i	12	-6	-4	8	4	COC(=O)c1c(NC(=O)COC(=O)c2ccc(NC(=O)CC#N)cc2)sc2c1CCCCC2
-8	-1	10	-44	i	11	-7	0	17	-2	Cc1ccnc(NS(=O)(=O)c2ccc(NC(=O)c3cc(-c4ccc(Br)cc4)nc4ccccc34)cc2)n1
5	8	2	-2	i	66*	10	24	10	-2	CN(C)CCNC(=O)/C(=C/c1ccc(-c2cccc(Cl)c2)o1)NC(=O)c1ccccc1
-5	-3	-1	0	i	81*	4	42	38	1	COc1ccc(NC(=O)COc2ccccc2Cc2ccccc2)cc1S(N)(=O)=O
0	1	x	0	i	-9	-6	-1	10	x	CCCCOC(=O)c1ccc(NC(=O)c2c(N)n(C)c(=O)[nH]c2=O)cc1
4	-1	5	0	i	-15	9	-6	3	x	COC(=O)C1=C(C(=O)OC)[C@@H]2Nc3ccccc3[C@@]23C[C@@H](C(=O)OC)N(C(C)=O)C3=N1
-1	-1	-7	9	i	13	14	-1	10	0	Cc1cccc(C)c1-n1cccc1/C=C1\SC(=S)N(c2cccc(C(=O)O)c2)C1=O
0	-3	3	0	i	-6	-3	-9	1	-2	COc1ccc(NC(=O)CN2CCC(C(N)=O)(N3CCCCC3)CC2)c(OC)c1
0	0	x	1	i	-26	4	-24	19	1	Cc1ccc(N2CCN(C(=S)c3ccc(N(C)C)cc3)CC2)cc1
3	2	3	-11	i	-1	5	1	17	-2	O=C(CCCCCn1c(=S)[nH]c2ccccc2c1=O)N1CCOCC1
2	-2	4	-25	i	13	-2	-3	8	3	COc1ccc(-c2csc(NC(=O)c3ccc(N4C(=O)CCC4=O)cc3)n2)cc1
-9	3	1	-2	i	-35	9	-21	6	0	O=C(NCc1ccco1)/C(=C/C=C\c1ccccc1)NC(=O)c1ccc(Br)o1
-1	-9	-1	9	i	16	-4	10	12	1	O=[N+]([O-])c1ccc(C2(O)CN(c3ccccc3)C3=[N+]2CCS3)cc1 (centres undefined)
0	-2	-4	0	i	-1	-1	-14	3	-2	C/C(=N\NC(=O)CNC(=O)C1COc2ccccc2O1)c1ccco1 (centres undefined)
0	1	6	-4	i	-11	2	-2	19	-4	CC1CCCN(C(=O)CN2C(=O)c3ccccc3C2=O)C1 (centres undefined)
x	2	1	x	x	x	-2	x	x	0	Cc1cccc(C(=O)N2CCN(C(=O)c3cccc(C)c3)C(C)C2)c1 (centres undefined)
-1	6	3	-9	i	15	-3	10	11	3	O=C(C1CCC1)N1CCC(O)(c2cccc(F)c2)CC1
-15	-2	0	u	i	7	-1	0	21	-5	Cc1ccc(NS(=O)(=O)c2ccc(Cl)c(C(=O)Nc3ccccc3-c3nc4ccccc4[nH]3)c2)cc1C
-3	-4	4	-2	i	-8	1	3	-8	x	COC(=O)[C@H]1C[C@H]1[C@@H](NC(=O)c1cccnc1)c1ccccc1
-3	2	1	-1	i	3	-1	5	24	-2	CCc1ccc(-c2csc(NC(=O)C3=NN(c4ccccc4)C(=O)CC3)n2)cc1

GSK3beta inhib	GSK3 alpha inh	DYRK1A inh	Platelet DG rel	PolyA inhibitor	HSF1 activator	HDAC3 inh	HSF1 inhib	AI-2 QS mod	HSP90 inh	smiles
-28	-1	-5	1	i	-7	11	-8	30	5	O=C(CN1CCN(S(=O)(=O)c2ccccc2)CC1)Nc1ccc([N+](=O)[O-])cc1
2	-1	-8	-1	i	-5	0	5	17	x	CCc1noc(C)c1C(=O)OCC(=O)N(C)c1c(N)n(Cc2ccccc2)c(=O)[nH]c1=O
0	-4	24	x	x	x	12	x	31	1	O=C(C1=C(O)/C(=C/c2ccc(O)cc2)CCC1)C(F)(F)F
0	-4	3	1	i	12	0	9	-2	4	CC(C)OCCCNC(=O)c1ccc(CS(=O)(=O)c2cccc(C(F)(F)F)c2)o1
-1	-1	-6	6	i	4	2	-7	5	-4	O=C(NS(=O)(=O)Oc1ccc(F)cc1F)OC[C@@H]1CCCN2CCCCC12 (some centres undefined)
3	0	-4	1	i	3	-2	-1	17	-2	O=C(NN1CCOCC1)c1ccc(Cl)c(Cl)c1
2	-1	4	12	i	2	-16	-3	6	0	COc1cc2[nH]c(-c3cccc(F)c3)cc(=O)c2cc1OC
-4	9	2	4	i	13	4	16	1	0	O=C(Nc1ncc(Cc2cccc(Cl)c2)s1)C1CCCO1 (centres undefined)
-2	-1	-1	5	i	28	0	-3	6	-2	CN(C)c1nc(N(C)C)nc(N2CC(CCl)OC2=N)n1 (centres undefined)
2	-1	1	-1	i	-5	-11	-1	-3	7	CC(=O)c1ccc(N(C)C)c2c(N(C)C)cccc12
1	-6	-12	1	i	-6	2	16	21	x	CC(C)NC(=O)c1onc(CSc2ccc(F)cc2)c1C(=O)NC(C)C
2	5	15	-13	i	4	1	-1	9	1	CCCCNC(=O)Cc1ccc(Br)cc1
x	-5	-5	x	x	11	2	11	x	x	COc1ccccc1NS(=O)(=O)c1ccc(C)c(C(=O)N2CCN(c3ccc(O)cc3)CC2)c1
-2	4	5	5	i	-18	9	-1	-26	-2	O=C(NCc1ccco1)c1cc2sccc2n1Cc1ccc(F)cc1
11	2	12	1	i	9	-1	-4	19	4	Cc1nnc(SCc2cc([N+](=O)[O-])cc3c2OCOC3)n(N)c1=O
-1	-1	5	2	i	1	3	-2	30	4	COC(=O)c1cc(N=C(N)N=C(N)N)cc(C(=O)OC)c1
3	0	-8	1	i	3	1	9	13	-6	CCCCOC(=O)c1ccc(NC(=O)C(=O)CC(=O)c2ccc(OC)cc2)cc1
2	1	-1	1	i	-12	3	6	5	-4	Nc1ccc(C(=O)OCC(=O)N2CCOCC2)cc1[N+](=O)[O-]
0	2	1	-5	i	27	-3	9	38	-2	CCN(CC)C(=O)c1cnn(-c2ccccc2)c1NC(=O)c1cccc(F)c1
1	2	-2	-1	i	-15	-5	1	6	0	COc1cc2c(cc1OC)CN(Cc1nc3ccsc3c(=O)[nH]1)CC2
2	0	0	33	i	12	-4	10	5	2	COc1ccc(/C=N/N2C(=O)c3ccccc3C2=O)cc1
-1	0	2	19	i	1	1	-3	7	-4	CCCC(=O)Nc1cc(C(=O)O)ccc1Sc1ccc(C)cc1
1	-2	-5	3	i	19	-4	14	-19	6	CCOc1ccc(C)cc1S(=O)(=O)n1cnc2ccccc21
-2	0	-12	-6	i	x	-11	x	-96*	0	O=C(COc1nncc2ccccc12)Nc1ccc(F)c(F)c1
-1	1	-4	-1	i	22	4	16	19	x	O=C(NCCc1ccccc1)C1=COCCO1
4	-8	-1	-5	i	-10	-1	-10	21	11	CCOc1ccc(NC(=O)C2C(C(=O)O)C3(Cl)C(Cl)=C(Cl)C2(Cl)C3(Cl)Cl)cc1 (centres undefined)
2	-1	4	2	i	-14	7	-6	16	0	CC1(C)CC(=O)C(C=Nc2ccc(NC3=C(C#N)C(=O)CC(C)(C)C3)cc2)=C(O)C1
0	1	3	-1	i	8	2	2	8	-5	O=C(Nc1ccc2ncccc2c1)c1ccccc1Cl
-2	-6	-1	3	i	-16	-1	0	11	1	Cc1c(Cl)c([N+](=O)[O-])nn1Cc1ccc(C(=O)NN)o1
1	-1	2	14	i	1	-4	-8	24	-2	CNC(=O)c1ncoc1-c1ccc(Cl)cc1

GSK3beta inhib	GSK3 alpha inh	DYRK1A inh	Platelet DG rel	PolyA inhibitor	HSF1 activator	HDAC3 inh	HSF1 inhib	AI-2 QS mod	HSP90 inh	smiles
0	1	-4	-20	i	-5	-62	-8	37	0	COCCCNC(=O)c1c(N)n(-c2ccc(S(N)(=O)=O)cc2)c2nc3ccccc3nc12
-5	2	4	5	i	-2	2	-2	23	-2	COCCNC(=O)c1cc2ncc(Br)cn2n1
2	-3	-3	7	i	6	4	-2	-19	4	O=C(CCNC(=O)C1CCN(S(=O)(=O)c2ccccc2)CC1)Nc1ccccc1
2	-1	-1	7	i	-5	11	-8	21	1	Cc1ccc(-c2noc(-c3ccccc3C(=O)N3CCN(C)CC3)n2)cc1
1	0	1	-3	i	-5	6	6	19	2	COCCn1c(SCC(=O)Nc2cc(C(C)(C)C)nn2-c2ccccc2)nnc1-c1ccncc1
1	1	-1	2	i	0	-5	-3	4	4	COc1ccc(-c2ccnc(SCC(=O)c3ccc(Br)cc3)n2)cc1
1	-1	6	-2	i	-48	3	-29	4	-1	COc1cc(NC(=O)CSc2nnnn2C2CCCC2)cc(OC)c1
4	6	0	-2	i	3	7	12	32	2	O=C(O)CCCCCN1C(=O)C(O)=C(C(=O)/C=C/c2ccccc2)C1c1ccccc1[N+](=O)[O-] (centres undefined)
0	-2	-4	-6	i	-1	-1	0	24	-3	Cc1ccccc1N1CCN(C(=O)CN2C(=O)c3ccccc3C2=O)CC1
2	-1	x	-10	i	-36	x	-21	15	-5	Cc1ccc(NC(=O)Nc2ccc3c(c2)nc(C)n3C)cc1C
2	-1	7	5	i	-54	-1	-40	24	-6	OCC[C@@H]1C[C@H](O)[C@@H](O)[C@@]2(CCc3ccccc3O2)O1
0	-1	1	-4	i	14	-3	3	-5	-4	Cc1ccc(CN(C)C(=O)c2ccccc2Oc2ccccc2)o1
